D2 agonist: agonists of human D2 dopamine receptor; P14416; HEK293 T-REx D2 cells, calcium flux agonist mode; activation, % at 2 µM; 0.53% of 340,000 active; AID 485358;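 active means activation over 3 SD above normal in the single-dose calcium agonist read, cut at about 30% in these data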; further: 0% is about no effect
Target sequence (P14416 whole entry, looked up): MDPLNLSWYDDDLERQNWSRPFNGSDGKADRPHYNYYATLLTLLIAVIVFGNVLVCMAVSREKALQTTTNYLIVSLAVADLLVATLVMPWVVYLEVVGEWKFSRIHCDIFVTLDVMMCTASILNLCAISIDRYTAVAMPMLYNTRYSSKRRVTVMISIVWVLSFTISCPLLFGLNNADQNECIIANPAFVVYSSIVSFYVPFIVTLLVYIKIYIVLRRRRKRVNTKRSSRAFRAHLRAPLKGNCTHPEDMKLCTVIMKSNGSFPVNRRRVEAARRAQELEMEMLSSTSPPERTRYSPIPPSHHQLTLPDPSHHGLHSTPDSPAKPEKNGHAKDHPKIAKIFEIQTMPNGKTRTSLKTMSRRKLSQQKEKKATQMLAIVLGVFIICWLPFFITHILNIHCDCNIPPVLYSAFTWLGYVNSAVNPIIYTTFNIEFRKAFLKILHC
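Agonism scored from kinetic calcium signal (1 read/sec, 180 s) following compound pin transfer, after a 10 s baseline. Cells: HEK293 Trex line expressing inducible D2 receptor coupled to calcium, dye-loaded after overnight culture at 30 C.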
D1 antagonist: blocks dopamine activation of the human D1 receptor | 3.2% of 360,000 active | AID 504652 | activity change, negative = inhibition, % at 10 µM | HEK293 TREx D1 cells, calcium flux, dopamine EC80; active compounds read low | P21728; in the data active means activity change below about -30%; further: on the % scale 0 is the no-effect control and ±100 the full control effect
Target sequence (P21728 whole entry, looked up): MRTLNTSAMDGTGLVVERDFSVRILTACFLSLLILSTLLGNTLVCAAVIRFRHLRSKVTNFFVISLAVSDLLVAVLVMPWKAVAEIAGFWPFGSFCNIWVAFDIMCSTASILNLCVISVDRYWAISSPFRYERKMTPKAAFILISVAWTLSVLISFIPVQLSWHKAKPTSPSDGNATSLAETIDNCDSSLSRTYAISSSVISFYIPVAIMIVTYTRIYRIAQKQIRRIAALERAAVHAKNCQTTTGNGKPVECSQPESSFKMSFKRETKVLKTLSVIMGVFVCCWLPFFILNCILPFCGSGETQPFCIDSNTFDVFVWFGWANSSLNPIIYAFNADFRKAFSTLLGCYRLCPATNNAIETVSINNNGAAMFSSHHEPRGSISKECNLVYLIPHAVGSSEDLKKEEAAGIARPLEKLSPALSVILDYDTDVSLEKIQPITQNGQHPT
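HEK293 T-REx cells expressing inducible, force-coupled D1 receptor; no-wash Ca dye, 30–90 min RT. Cmpd → 180 s read at 1 Hz → EC80 DA → 180 s read.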
TRHR agonist: TRH receptor (human) agonism. P34981. TRHR cells, calcium flux fluo-8, FDSS agonist mode. activation, % at 2 µM. 0.18% of 360,000 active. AID 493084; further: 0% is about no effect
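In this calcium-flux screen, cells bearing human TRHR are dye-loaded with fluo-8, baselined for 10 cycles, then exposed to library compounds; positive kinetic calcium responses during the agonist phase mark hits, with TRH as control.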
D2 antagonist: antagonizes the human D2 dopamine receptor. HEK293 TREx D2 cells, calcium flux, dopamine EC80. inhibition, % at 10 µM. AID 485344. P14416. 2% of 340,000 active; in the data active means inhibition above about 30%; further: 0% is about no effect
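Inhibition of EC80 dopamine-driven calcium flux, recorded kinetically, defines activity here; cells are a tetracycline-induced HEK293 T-REx line expressing force-coupled D2.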
D2 potentiator: D2 dopamine receptor (human) potentiation | P14416 | HEK293 T-REx D2, calcium flux, EC20 dopamine potentiation | potentiation, % at 10 µM | 0.34% of 340,000 active;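 active means potentiation over 3 SD above the plate norm, cut at about 30% in these data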; further: 0% is about no effect
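Using a no-wash calcium dye in inducible, force-coupled HEK293 Trex cells expressing D2, we tracked fluorescence each second for 180 s after compound, then for 180 s after EC20 dopamine to detect augmented signalling.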
D1 PAM: human D1 dopamine receptor positive modulation; 0.036% of 360,000 active; AID 504651; potentiation, % at 10 µM; P21728; HEK293 TREx D1 cells, calcium flux, dopamine EC20 potentiation; in the data active means potentiation above about 30%; further: 0% is about no effect
RXFP1 antagonist: blocks the human relaxin receptor RXFP1; Q9HBX9; HEK293-RXFP1, relaxin-stimulated cAMP HTRF, 30 min; active compounds read low; activity change, negative = inhibition, % at 57.5 µM; 0.59% of 350,000 active; AID 1259400;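 active means activity change of -60% or lower, but not beyond a set lower limit; inconclusive means change between -60% and -40%, or beyond the set limit; inactive means change above -40%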; further: on the % scale 0 is the no-effect control and ±100 the full control effect
D1 ag: human D1 receptor agonism; P21728; HEK293 T-REx D1 cells, calcium flux, agonist mode; activation, % at 2 µM; 1% of 360,000 active; AID 504660; further: 0% is about no effect
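Tetracycline-induced HEK293 TREx D1 cells, force-coupled to calcium signalling, were dye-loaded with a no-wash calcium kit. Compound was pin-added after a 10 s baseline. Fluorescence was read kinetically at 1 cycle/s for 180 s, with calcium rises flagged as agonism.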
TRHR PAM: allosteric enhancers of human TRH receptor. P34981. TRHR cells, fluo-8 calcium fluorescence, EC20 TRH enhancement. enhancement, % at 2 µM. 0.66% of 360,000 active. AID 493056; in the data active means enhancement above about 30%; further: 0% is about no effect
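TRHR-expressing cells loaded with fluo-8 calcium dye were read kinetically (ex 480/em 530) during compound addition, then stimulated with an EC20 of TRH (10 nM final). Enhancement of the Gq-mediated intracellular calcium response was scored.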
Active calls of the source: *; ? = inconclusive; . = not tested or not shown; & = joins results of further samples. Unless noted, no stated cut-off is given here; in the data, active means activation above about 30%; inactive means the rest.

SMILES	D2 agonist	D1 antagonist	TRHR agonist	D2 antagonist	D2 potentiator	D1 PAM	RXFP1 antagonist	D1 ag	TRHR PAM
CCN(CC)c1ccc(/C=N/n2c(C)nc3ccccc3c2=O)cc1	0.9	-2	-0.6	21	3	-1	-6	6	-7
Cc1[nH]c2ccc(F)cc2c1CCN1C(=O)OC(C)(C)C1(C)O (stereo unspecified)	0.2	3	0.4	0	-2	-1	-4	4	-3
COc1ccc(-c2noc(Cc3ccccc3OC)n2)cc1	-0.3	1	0.2	4	-4	-7	-11	3	-13
OCC[C@H]1C[C@H](O)[C@@H](O)[C@@]2(CCCc3ccccc3O2)O1	0.3	12	0.7	12	-17	-8	.	3	-4
Cc1cc(C)cc(N(C(=O)CNC(=O)c2ccco2)C(C(=O)NC2CCCC2)c2cccnc2)c1 (stereo unspecified)	0.7	-2	0.1	14	13	6	9	2	4
CCOC(=O)C1(Cc2cccc(OC)c2)CCCN(Cc2cc(OC)c(O)c(OC)c2)C1 (stereo unspecified)	0.1	-13	-0.9	27	11	1	1	4	7
Cc1ccccc1CN(c1ccc(C(=O)Nc2ccccc2C(=O)N2CCCC2)cc1)S(C)(=O)=O	0.0	19	-1.0	-3	-4	-5	11	3	0
O=C(CSc1nnc(CNc2ccc(F)cc2)o1)OC1CCCCC1	-1.0	-31*	0.3	1	4	0	-14	2	-3
COc1ccccc1CN1C(=O)CNC1=S	-0.4	-3	-0.4	14	8	-10	2	0	-6
COc1cc(C(=O)NCc2nnc(SCC(=O)Nc3cccc(C(F)(F)F)c3)o2)cc(OC)c1OC	-0.1	-3	-0.1	10	-7	-2	-11	6	12
CCOC(=O)NN1C(=O)c2ccccc2NC1c1cccc(O)c1 (stereo unspecified)	1.0	-25	-0.4	1	0	-2	6	0	1
Cc1ccccc1OCC(=O)OCC(=O)N1CCCc2ccccc21	0.1	30	0.2	10	2	-5	5	3	2
CCOC(=O)n1c(SCC(N)=O)nc2ccccc21	0.1	-17	0.1	-4	11	3	6	19	-2
COc1cc(Cn2ccnc2)c(OC)cc1Cn1ccnc1	-0.8	-10	-0.2	-10	5	-4	9	3	3
COc1cccc(OC)c1C(=O)N1CCN(Cc2ccc3c(c2)OCO3)CC1	0.2	-15	0.3	20	-2	-3	-3	0	4
COc1ccc(S(=O)(=O)N(Cc2cccnc2)Cc2cc3ccccc3[nH]c2=O)cc1	0.6	14	-0.6	8	5	9	-5	0	-1
Cc1nc(-c2ccc(Cl)cc2)sc1C1(C)CC(c2ccc(OC(F)(F)F)cc2)=NO1 (stereo unspecified)	2.1	-2	2.5	9	9	-5	.	11	2
CC(=O)Nc1ccc(S(=O)(=O)NCC(=O)OCC(=O)c2cc(C)n(-c3ccc4c(c3)OCO4)c2C)cc1	0.8	-11	0.4	1	-3	-4	0	1	-1
COC(=O)c1ccc(C(=O)NCCCCO)cc1	0.3	-7	0.5	12	1	0	-9	4	-3
CC1(C)CC=C(NNC(=O)c2cccnc2)C(=O)C1	0.4	-8	0.8	10	3	5	6	6	-4

A different layout for 4 compounds above:
canonical_smiles,D2 agonist,D1 antagonist,TRHR agonist,D2 antagonist,D2 potentiator,D1 PAM,RXFP1 antagonist,D1 ag,TRHR PAM
CC1(C)CC=C(NNC(=O)c2cccnc2)C(=O)C1,0.4,-8,0.8,10,3,5,6,6,-4
CCOC(=O)C1(Cc2cccc(OC)c2)CCCN(Cc2cc(OC)c(O)c(OC)c2)C1 (stereo unspecified),0.1,-13,-0.9,27,11,1,1,4,7
Cc1ccccc1CN(c1ccc(C(=O)Nc2ccccc2C(=O)N2CCCC2)cc1)S(C)(=O)=O,0.0,19,-1.0,-3,-4,-5,11,3,0
Cc1[nH]c2ccc(F)cc2c1CCN1C(=O)OC(C)(C)C1(C)O (stereo unspecified),0.2,3,0.4,0,-2,-1,-4,4,-3

Carrying on:
SMILES	D2 agonist	D1 antagonist	TRHR agonist	D2 antagonist	D2 potentiator	D1 PAM	RXFP1 antagonist	D1 ag	TRHR PAM
COc1cc(-c2noc(CN3CCN(c4ccccc4)CC3)n2)cc(OC)c1OC	-0.8	0	-1.5	.	-2	-2	.	2	17
COc1ccc(N(CC(=O)NC2CCCC2)C(=O)c2ccc(N3CCCCC3)nc2)cc1	0.2	6	-1.4	4	9	-4	-7	3	-3
CCSc1nc(O)c(Cc2ccccc2)c(=O)[nH]1	-0.1	-3	-0.3	-5	4	-1	-1	1	4
CCCCNC(=O)/C=C/c1cccs1	-0.4	3	-0.9	-8	-2	-3	-2	1	8
COc1ccc(NC(=O)CN2CCN(Cc3ccccc3)S2(=O)=O)c(OC)c1	-2.4	5	-1.3	.	.	-1	-4	0	-9
CC(=O)c1ccc(OCCCC(=O)NC2CCC(C)CC2)cc1 (stereo unspecified)	0.0	-20	-0.7	2	-2	-4	-12	0	-8
COc1ccc(COC(=O)c2nc3nc(C)cc(C)n3n2)cc1F	0.2	-8	-1.2	-8	0	3	-11	3	-9
CCNc1nc(NCC)nc(OCCOC(=O)COc2ccc(Cl)cc2Cl)n1	2.2	-3	0.8	16	-2	8	-8	6	-3
CCOc1ccc(/C=N/OCC(=O)NCc2cccs2)cc1	-1.5	-3	-1.9	0	2	-8	-5	2	-1
CC1Sc2ccc(S(=O)(=O)CCC(=O)N(C)Cc3ccccc3)cc2NC1=O (stereo unspecified)	-0.2	-19	-0.1	3	2	-5	-2	6	4
COC(=O)C(NC(=O)c1ccccc1)=C1CCCCC1	0.5	3	-0.1	8	3	-4	0	2	-6
O=[N+]([O-])c1ccccc1CN1CCN(S(=O)(=O)Cc2ccccc2)CC1	0.1	12	0.6	3	-1	-1	-9	6	4
O=[N+]([O-])c1cc(S(=O)(=O)N2CCCCC2)ccc1NCCN1CCOCC1	0.9	0	0.1	-26	0	4	-1	1	2
Cc1nc2scc(-c3ccc(C(C)(C)C)cc3)c2c(=O)n1N	0.6	-25	-0.3	5	0	-2	-31	14	1
CCOC(=O)c1c(C)[nH]c(N=Nc2ccc(C)cc2C)c1C	0.6	7	-0.3	0	15	14	8	1	7
COc1ccc(S(=O)(=O)N2CCN(c3ncccn3)CC2)cc1OC	-2.3	1	0.5	3	-1	-7	3	5	8
COc1ccc(/C=C/C(=O)Nc2ccc(Cl)c(Cl)c2)cc1OC	-0.9	-18	0.6	.	-4	-1	?	2	-2
COc1ccc(-c2nc3ccccc3c(=O)n2CCc2ccc(O)cc2)cc1	-0.2	8	0.2	-13	2	-5	2	2	-2
CCCCOc1ccc(C(=O)N2CCCC2)cc1	0.3	15	-1.0	-12	3	-3	18	0	1
COc1ccc([N+](=O)[O-])cc1NS(=O)(=O)c1cccc(C(=O)O)c1	0.1	0	-0.3	26	0	-16	-6	2	-8

Record cards (already shown). Order of screens: D2 agonist | D1 antagonist | TRHR agonist | D2 antagonist | D2 potentiator | D1 PAM | RXFP1 antagonist | D1 ag | TRHR PAM
Profile of CCNc1nc(NCC)nc(OCCOC(=O)COc2ccc(Cl)cc2Cl)n1 → 2.2 | -3 | 0.8 | 16 | -2 | 8 | -8 | 6 | -3
Profile of CC(=O)Nc1ccc(S(=O)(=O)NCC(=O)OCC(=O)c2cc(C)n(-c3ccc4c(c3)OCO4)c2C)cc1 → 0.8 | -11 | 0.4 | 1 | -3 | -4 | 0 | 1 | -1
Profile of COc1ccc(-c2noc(Cc3ccccc3OC)n2)cc1 → -0.3 | 1 | 0.2 | 4 | -4 | -7 | -11 | 3 | -13
Profile of O=C(CSc1nnc(CNc2ccc(F)cc2)o1)OC1CCCCC1 → -1.0 | -31* | 0.3 | 1 | 4 | 0 | -14 | 2 | -3
Profile of COc1cc(-c2noc(CN3CCN(c4ccccc4)CC3)n2)cc(OC)c1OC → -0.8 | 0 | -1.5 | . | -2 | -2 | . | 2 | 17

Continued:
SMILES	D2 agonist	D1 antagonist	TRHR agonist	D2 antagonist	D2 potentiator	D1 PAM	RXFP1 antagonist	D1 ag	TRHR PAM
COc1ccc(C2CC(c3ccccc3)=NN2S(=O)(=O)c2ccc(C)cc2)c(OC)c1 (stereo unspecified)	-2.6	-2	-0.6	-3	7	-4	-10	8	15
Brc1ccccc1OCCCCN1CCCCC1	1.9	-14	1.1	76*	-29	-8	-2	4	0
COc1cccc(CNC(=O)c2ccc(CS(=O)c3ccccc3)o2)c1 (stereo unspecified)	-1.0&-1.6	-4&7	0.5&-1.9	-5	1&3	0&1	-1&9	4&4	0&9
COc1ccc(Cn2c(=O)c3c(nc(NCCO)n3C)n(C)c2=O)cc1	0.3	-33*	-0.3	-3	-4	-5	8	0	-1
N#Cc1cccnc1N1CCN(C(=O)c2cccc3c2C(=O)c2ccc(Cl)cc2S3(=O)=O)CC1	0.2	7	0.8	-4	5	-4	.	0	0
CCOC(=O)c1ccc(Nc2c(-c3ccc(O)cc3)nc3nc[nH]n23)cc1	-0.2	-3	0.2	.	4	-2	3	0	3
Nc1cc2c([N+](=O)[O-])cccc2o1	1.8	-16	4.8	-13	-8	-5	-9	13	1
O=C(NCc1ccccc1)c1cnc2n(c1=O)CCS2	0.5	31	0.1	-8	-1	-2	4	2	1
C(=N/Nc1cc(N2CCOCC2)nc(N2CCOCC2)n1)/c1ccccc1	-0.3	-2	-1.4	12	2	0	-4	-1	9
C[C@H](NS(=O)(=O)OCC(Cl)(Cl)Cl)C1CC1c1ccccc1 (stereo partly specified)	-0.6	7	1.4	6	-8	-4	.	-1	-7
CC(=O)Oc1ccc2nc(CN3C(=O)c4ccc([N+](=O)[O-])cc4C3=O)oc(=O)c2c1	-0.2	3	0.1	4	1	0	-13	0	-3
Clc1ccc(-c2ccc(C=Nc3ccc(N4CCOCC4)cc3)o2)cc1	5.8	13	1.7	0	2	-10	-14	14	4
O=C(OCc1ccc(Br)cc1)c1ccncc1	-1.3	0	-2.5	10	2	-2	3	0	4
CCn1c(SCC(=O)n2c(C)c(C)c3ccccc32)nnc1-c1ccco1	0.0	5	-1.3	2	3	-5	4	3	-3
Cc1ccc(SCc2c(C(=O)N/N=C/C3CC=CCC3)nnn2-c2nonc2N)cc1 (stereo unspecified)	0.6	-6	0.5	-7	4	8	-13	2	-5
Cc1ccc(C(=O)NC(=O)CSc2nncn2C)cc1	0.9	1	-0.4	8	-12	-7	-5	0	0
COC(=O)c1ccc(NC(=O)CCN2C(=O)CSC2=O)cc1	-0.1	3	0.1	12	1	0	12	1	-2

Single values from the list:
RXFP1 antagonist with `CC(=O)Oc1ccc2nc(CN3C(=O)c4ccc([N+](=O)[O-])cc4C3=O)oc(=O)c2c1` is entered as -13
D2 agonist with `CCOC(=O)c1ccc(Nc2c(-c3ccc(O)cc3)nc3nc[nH]n23)cc1` is entered as -0.2
D2 antagonist with `O=C(NCc1ccccc1)c1cnc2n(c1=O)CCS2` is entered as -8
TRHR PAM with `Cc1ccc(SCc2c(C(=O)N/N=C/C3CC=CCC3)nnn2-c2nonc2N)cc1` (stereo unspecified) is entered as -5
D2 agonist with `O=C(OCc1ccc(Br)cc1)c1ccncc1` is entered as -1.3
